# ELG1 genotox: genotoxicity induction in ELG1-luciferase HEK293T cells. AID 504466. HEK293T ELG1-luciferase reporter, luminescence, 16 h. hit rate 1.3% among 330,000. Potency, µM (doses to about 46 µM), for the others: at the highest dose activity change, positive = activation, most hits filed as activators; note: potency is the fitted concentration of half-maximal effect; % of control where 0% means no effect; nearly all actives have a fitted effect of over 60% in size
#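 Step 1: seed 2,000 HEK293T ELG1-luciferase cells per well. Step 2: add compound or DMSO, incubate 16 hr at 37 °C. Step 3: ONE-Glo, 30 min at room temperature, read luminescence.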
# p53 reactivator: mutant p53 re-activation in reporter cells; H1299 p53-A138V BP100-luciferase reporter, luminescence, 24 h; Potency, µM (highest dose often 92.2 µM), for inactives: at the highest dose activity change, positive = activation, actives largely listed as activators; hit rate 0.063% among 320,000; AID 504706; note: potency is the fitted concentration of half-maximal effect; % of control where 0% means no effect; nearly all actives have a fitted effect of over 45% in size
#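 p53-null H1299 cells stably carrying temperature-sensitive p53-A138V and a BP100-luciferase reporter were pinned with compounds (4-point, 1:5 series) and held 24 hrs at 37 deg C. Luminescence was read 10 min after detection reagent.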
# TSG101-PTAP inh: blocks PTAP/TSG101 interaction to inhibit HIV-1 budding | Fluorescence polarization, FITC-PTAP peptide / Tsg101 binding | Potency, µM (titrated, usually from 115 µM), for inactives: at the top dose activity change, negative = inhibition, actives largely listed as inhibitors | 340,000 tested, under 10 active | AID 493005; active = well fitted inhibition curve with a large enough effect in the main read-out, with a control signal flat, not every such curve was filed as active; inconclusive = small, poorly fitted or top-dose-only effect, or effect the other way, or a change in a side signal; inactive = no such curve, though single readings can be large or run the other way; note: potency is the fitted concentration of half-maximal effect; % of control where 0% means no effect
#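 Steps: Tsg101 binding domain dispensed (10 uM final), compounds pinned in DMSO, FITC-labeled PTAP-motif peptide added (50 nM final); after 20 min binding at room temperature, polarization measured.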
# USP2a inh: inhibitors of human ubiquitin-specific protease USP2a. AID 463254. Potency, µM (highest dose often 38.3 µM), inactives show at the top dose activity change, negative = inhibition, hits mostly inhibitors. O75604. hit rate 0.01% among 330,000. USP2 core, Ub-CHOP2 coupled fluorogenic reporter, 485/531;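 note: potency is the fitted concentration of half-maximal effect; plate controls were DMSO wells for no effect and full inhibition by NEM control for full effect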
#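 Deubiquitinase activity read as fluorescence (485/531 nm) after Ub-CHOP2 cleavage activates the enterokinase reporter on its substrate; USP2 core 10nM, Ub-CHOP2 and substrate 25nM each, 30min compound preincubation then 60min RT; data normalized to NEM, curves fitted.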
# B2AR arrestin: agonists driving beta-arrestin recruitment to human beta2-adrenergic receptor; P07550; hit rate 0.02% among 330,000; Potency, µM (titrated, usually from 46.1 µM), without a hit: at the highest dose activation, usual class: activators; beta-arrestin recruitment to beta2AR, cell-based reporter;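 note: potency is the fitted concentration of half-maximal effect; 0% = DMSO controls and full agonism = EC100 isoproterenol or metaproterenol; nearly all actives have a fitted effect of over 65% in size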
# TRPV1 agonist: activates the human vanilloid receptor TRPV1. TRPV1-expressing cells, Fluo-8 calcium influx, agonist mode. activation, % at 8.33 µM. hit rate 0.19% among 320,000. AID 540275; in the data active = activation above about 80%; inconclusive = between about 30% and that limit; note: 0% is about no effect
#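 Fluo-8 calcium influx in TRPV1-expressing cells, kinetic read (ex 480/em 520 nm). Compound added and read 3 min for agonist activity, followed by capsaicin at EC20 final and 2 min further read for enhancement.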
# S-ASM inh: human S-ASM enzyme inhibition; P17405; Potency, µM (highest dose often 57.5 µM), for inactives: top-dose activity change, negative = inhibition, hits mostly inhibitors; AID 504937; hit rate 0.006% among 340,000; placental ASM, HMU-PC fluorogenic substrate, 60 min; note: potency is the fitted concentration of half-maximal effect
# Target sequence (P17405 47-631 limits assumed): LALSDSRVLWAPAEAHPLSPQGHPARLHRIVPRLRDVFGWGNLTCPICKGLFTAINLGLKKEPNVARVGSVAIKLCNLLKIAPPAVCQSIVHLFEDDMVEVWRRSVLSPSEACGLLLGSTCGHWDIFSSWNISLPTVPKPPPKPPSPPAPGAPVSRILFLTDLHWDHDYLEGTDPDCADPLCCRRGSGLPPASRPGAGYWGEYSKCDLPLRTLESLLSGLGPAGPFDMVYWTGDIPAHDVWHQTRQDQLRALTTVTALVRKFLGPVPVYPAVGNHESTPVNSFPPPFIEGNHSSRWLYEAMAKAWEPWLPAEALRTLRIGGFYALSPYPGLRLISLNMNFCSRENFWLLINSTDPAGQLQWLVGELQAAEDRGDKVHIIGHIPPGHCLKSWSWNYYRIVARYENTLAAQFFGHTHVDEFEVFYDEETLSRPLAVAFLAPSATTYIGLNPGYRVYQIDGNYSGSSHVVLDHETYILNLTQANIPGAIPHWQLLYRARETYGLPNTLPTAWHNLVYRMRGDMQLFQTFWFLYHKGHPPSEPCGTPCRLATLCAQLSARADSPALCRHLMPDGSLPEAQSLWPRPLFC
#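 qHTS format. ASM enzyme prepared from human placenta hydrolyses the fluorogenic substrate HMU-PC0 (9 uM final) over 60 min at 37 °C after a 10 min compound preincubation.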
# Integrin act MD: activators of alpha7 integrin expression for muscular dystrophy; alpha7betagal myoblasts, beta-gal FDG fluorescence, 48 h; Potency, µM (top dose mostly 38.3 µM), inactives show top-dose activation, most hits filed as activators; hit rate 0.064% among 350,000; AID 624291;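 note: potency is the fitted concentration of half-maximal effect; 100% = response of the positive control SU9516; nearly all actives have a fitted effect of over 60% in size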
#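 Alpha7betagal+/- myoblasts (passage 13) were plated 16-24 hr, then exposed to compounds (1:260 dilution of DMSO stock) for 48 hours at 37C. After MPER lysis, β-galactosidase reporter activity was read as FDG fluorescence (ex 480/em 540) after 30 minutes.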
# uPA generation: inhibitors of cell surface uPA generation | Potency, µM (highest dose often 38.3 µM), inactives show at the highest dose activity change, negative = inhibition, actives largely listed as inhibitors | cell surface uPA generation assay, qHTS | hit rate 0.31% among 330,000; active = well fitted inhibition curve with a large enough effect; inconclusive = small, poorly fitted or top-dose-only effect; inactive = no such curve, though single readings can be large or run the other way; tested in mouse RAW 264.7 cells; note: potency is the fitted concentration of half-maximal effect; % is set by controls: 0 for no effect and ±100 for the full control effect; nearly all actives have a fitted effect of over 55% in size
# Eya2 inh: Eya2 (human) phosphatase inhibition. O00167. recombinant Eya2, OMFP fluorescence dephosphorylation (OMFP is methylfluorescein phosphate). Potency, µM (series often up to 76.9 µM), for the others: at the highest dose activity, negative = inhibition, actives largely listed as inhibitors. hit rate 0.006% among 330,000; note: potency is the fitted concentration of half-maximal effect; % is set by controls: 0 for no effect and ±100 for the full control effect
# Target sequence (O00167 whole entry, looked up): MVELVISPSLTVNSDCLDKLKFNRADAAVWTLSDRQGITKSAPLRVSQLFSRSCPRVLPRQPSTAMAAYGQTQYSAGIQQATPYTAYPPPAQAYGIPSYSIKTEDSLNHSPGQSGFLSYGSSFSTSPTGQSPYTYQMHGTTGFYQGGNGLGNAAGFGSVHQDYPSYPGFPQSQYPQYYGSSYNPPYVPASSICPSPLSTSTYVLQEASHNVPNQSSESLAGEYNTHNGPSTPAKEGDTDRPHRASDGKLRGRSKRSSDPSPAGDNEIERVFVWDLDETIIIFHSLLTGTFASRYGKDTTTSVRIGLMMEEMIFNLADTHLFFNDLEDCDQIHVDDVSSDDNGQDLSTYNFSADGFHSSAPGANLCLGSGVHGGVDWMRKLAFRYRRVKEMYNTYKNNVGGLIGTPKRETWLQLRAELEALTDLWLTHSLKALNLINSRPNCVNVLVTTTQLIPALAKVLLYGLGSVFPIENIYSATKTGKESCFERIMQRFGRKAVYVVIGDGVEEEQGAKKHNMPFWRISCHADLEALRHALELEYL
#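 Eya2 (0.2 uM) preincubated 10 min at ambient with compound, then OMFP substrate added at 50 uM; 10 min reaction in 50 mM HEPES pH 7.5, 50 mM NaCl, 5 uM MgCl2, 0.05% BSA, 1 mM DTT. Fluorescence read at Ex 485/Em 525 nm.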
# BRCA1 expr up: increases BRCA1 expression | MCF7-BRCA1-FFLuc reporter, luminescence, 48 h; response scale: scaled: vehicle 0%, 10 µM genistein 100% | hit rate 1.1% among 380,000 | Potency, µM (highest dose often 46.1 µM), without a hit: at the top dose activation, most hits filed as activators | AID 624202; note: potency is the fitted concentration of half-maximal effect; nearly all actives have a fitted effect of over 80% in size; some results filed as inactive show a strong effect at the top dose
#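 Luminescence from a BRCA1-driven firefly luciferase in MCF7 cells was read after 48 h compound exposure at 37 C. Data normalized against DMSO and a 10microM genistein activation control, then curve-fitted across the titration.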
# * marks the source's active call; other numbers are inactive results; ? = inconclusive; . = not tested or not shown; [ ] = another dose, or the depositor's remark. Unless noted, calls come from the whole dose curve; as a rule, active = well fitted curve in the direction sought with a large enough effect; inconclusive = small, poorly fitted or top-dose-only effect, or another doubt; inactive = no such curve, though single readings can be large; an effect the other way counts as inactive or inconclusive.
SMILES,ELG1 genotox,p53 reactivator,TSG101-PTAP inh,USP2a inh,B2AR arrestin,TRPV1 agonist,S-ASM inh,Integrin act MD,uPA generation,Eya2 inh,BRCA1 expr up
CN(C)c1ccc(C(=O)Nc2nnc(C3=COCCO3)o2)cc1,14%,17%,0%,2%,0.0%,-3,4%,20%,7%,9%,19%
Cc1ccc(NC(=O)N(Cc2ccc3c(c2)OCO3)Cc2cc3cc4c(cc3[nH]c2=O)OCCO4)cc1,-6%,2%,-7%,2%,0.2%,2,-19%,3%,2%,-11%,13%
CCN(CC)CCCN(Cc1cc2cc3c(cc2[nH]c1=O)OCO3)C(=S)NCCCOC,6%,.,0%,1%,-0.5%,2,83%[activator],-1%,1%,-12%,-5%
CCC(C(=O)Nc1ccc(S(=O)(=O)N(C)C2CCN(C)CC2)cc1)c1ccccc1 (stereo not given),0%,-1%,-5%,3%,-0.1%,1,-2%,-44%,-28%,13%,-1%
Clc1ccccc1COc1ccc(/C=N/n2cnnc2)cc1,2%,-11%,-2%,0%,3.7%,3,-6%,-2%,1%,5%,51%
O=C(Cc1cccc(C(F)(F)F)c1)Nc1ccccc1,-3%,-2%,2%,0%,-1.1%,?,-4%,-9%,1%,-9%,0%
COC(=O)c1cccnc1-n1c(=O)c2cccnc2n(Cc2cccc([N+](=O)[O-])c2)c1=O,5%,-3%,0%,7%,0.1%,4,7%,41%,3%,-4%,-4%
O=C(COC(=O)c1ccc2c(c1)OCO2)Nc1ccccc1Cl,-1%,5%,0%,3%,0.1%,1,-2%,?,16%,5%,-7%
Cc1ccc(CNC(=O)CN(C(=O)C2(C)CC(=O)N=C3C=CC=CN32)c2ccccc2F)cc1 (stereo not given),-1%,8%,-4%,0%,0.2%,-2,18%,0%,-1%,-8%,-3%
COC(=O)CC1(C(=O)OC)Oc2ccccc2C(=O)N1c1ccc(F)cc1F (stereo not given),.,.,1%,.,.,.,4%,-1%,-3%,.,-30%
COC(=O)c1sc(NC(=O)COc2ccc(C)cc2)nc1C,6%,-3%,-4%,4%,-0.2%,6,-5%,17%,.,4%,36%
NC(=O)c1oc2ccccc2c1NC(=O)c1ccc([N+](=O)[O-])o1,-1%,-9%,-1%,1%,-0.2%,0,-1%,-47%[inhibitor],-4%,-10%,-115%[inhibitor]
Cc1sc2ncnc(SCC(=O)N(C(C)C)C(C)C)c2c1C,-8%,13%,0%,2%,0.0%,2,-1%,18%,2%,21%,-11%
O=C(Nc1ccc(F)cc1)c1ccc(CN2CCc3ccccc3C2)cc1,0%,.,-4%,1%,-1.1%,?,2%,-10%,9%,7%,-1%
CCCC(C)C(=O)Nc1ccncc1 (stereo not given),-4%,-16%,-1%,0%,0.5%,2,-1%,21%,-7%,-18%,0%
O=C(Nc1ccncc1)c1c(Cl)cccc1Cl,-12%,.,0%,3%,0.0%,-5,1%,6%,8%,?,0%
CCCCN(C(=O)c1cc(S(=O)(=O)N2CCCCCC2)ccc1OC)c1ccccc1,-5%,-11%,-2%,-1%,-0.1%,?,76%,5%,1%,-33%,-55%
COC(=O)CNC(=O)CSc1nc(N)cc(=O)[nH]1,0%,6%,1%,1%,0.2%,-3,5%,19%,7%,-16%,7%
C=C(C)C(=O)Nc1cccc(C2=NOC3(C2)C[C@H](C(N)=O)N(C(=O)c2ccccc2C(=O)c2ccccc2)C3)c1 (stereo not given in full),-4%,-7%,-1%,7%,0.4%,-3,-5%,2%,13%,-5%,-3%
COCCNC(=O)c1c[nH]c2ccc(S(=O)(=O)Nc3ccccc3F)cc2c1=O,-6%,2%,-3%,1%,-0.3%,-2,-3%,17%,-19%,7%,3%
CCN(CC)C(=O)CSc1ncnc2c1cnn2-c1ccccc1,?,30%,-4%,0%,3.3%,3,-1%,5%,0%,-12%,78%
CCN(CC)c1ccc2oc(=O)c(C)nc2c1,-12%,-37%[inhibitor],?,2%,-0.1%,?,1%,-69%[inhibitor],?,45%,-42%
Cc1cc(S(=O)(=O)Nc2cccc(O)c2)c(C)s1,-2%,-20%,-4%,7%,0.1%,-3,0%,5%,0%,-3%,-36%
O=C(O)CCCC(=O)N1N=C(c2ccccc2)CC1c1cccs1 (stereo not given),3%,1%,2%,0%,-0.8%,-3,-2%,-9%,-2%,-8%,0%
CCCCc1c(O)nc2n(c1=O)CCS2,2%,9%,-4%,0%,0.1%,-3,0%,15%,.,-22%,2%
CCN(Cc1cn2cccnc2n1)C1CCCCC1,1%,-3%,1%,8%,-0.2%,-1,2%,?,0%,14%,9%
CC1C(=O)N2CCCc3cc(S(=O)(=O)NCc4ccc(Cl)cc4)cc1c32 (stereo not given),-6%,13%,-10%,4%,0.0%,4,-1%,5%,0%,-6%,-11%
COc1ccc(NC(=O)c2cccc(OC(F)F)c2)cc1Cl,5.8µM*,11%,-3%,0%,0.2%,-2,-1%,-12%,-6%,-1%,?
CC(=NNC(=S)N1CCCCCC1)c1ccccn1,.,.,1%,.,.,.,-4%,-55%[inhibitor],-10%,.,?
C=C(C)CNC(=S)N=Nc1c(O)[nH]c2ccc([N+](=O)[O-])cc12,-13%,-1%,-2%,0%,-0.6%,1,-18%,-50%[inhibitor],1%,0%,-38%
Cc1ccccc1NC(=O)C1CCCN(C(=O)NCc2ccccc2)C1 (stereo not given),0%,-4%,-5%,2%,0.2%,9,-5%,15%,-1%,9%,0%
COc1cc(C(=O)N(Cc2cccc(Cl)c2)C2CCS(=O)(=O)C2)cc(OC)c1OC (stereo not given),4%,0%,2%,2%,-0.2%,4,0%,-18%,4%,-14%,4%
COCCCN(C(=O)CCSc1ccc(F)cc1)c1c(N)n(Cc2ccccc2)c(=O)[nH]c1=O,-5%,2%,0%,2%,0.1%,-1,3%,-7%,6%,-1%,-39%
O=C(NCc1ccco1)C1CC(=O)N(c2ccc(Cl)cc2)C1 (stereo not given),0%,2%,1%,9%,0.1%,6,0%,-18%,0%,8%,66%
COc1ccc(C)cc1NC(=O)CN1C(=O)CSc2ccc(S(=O)(=O)N3CCCC3)cc21,-1%[9.26 µM],-10%,0%,4%,-0.1%,?,-3%,3%,2%,-5%,-25%
Nn1c(-c2ccco2)n[nH]c1=S,1%,7%,-6%,1%,-1.0%,1,3%,-10%,2%,5%,12%
CC(C)c1cc(O)c(-c2ccccc2)c(=O)n1-c1ccc(Cl)cc1,0%,-2%,-2%,2%,-0.2%,-6,1%,?,-2%,-8%,-12%
Cc1cccc2cc(CN(CC3CCCO3)C(=S)NCc3ccco3)c(=O)[nH]c12 (stereo not given),-1%,2%,-3%,2%,-1.2%,1,5%,3%,-4%,4%,-22%
Cc1ccc(OCC(=O)Nc2cc(NC(=O)COc3ccc(C)cc3)cc(C(=O)O)c2)cc1,2%,30%,-1%,-6%,-0.3%,3,5%,-12%,-2%,-6%,51%
Cc1cc(C)cc(NC(=S)NCc2ccc(S(N)(=O)=O)cc2)c1,0%,2%,1%,-1%,0.1%,-3,-5%,19%,1%,0%,-25%
Cc1cc2cc(CNC(=O)c3cccc([N+](=O)[O-])c3)ccc2n1C,-1%,-2%,4%,1%,0.1%,18,2%,8%,3%,7%,-5%
O=S(=O)(c1ccc(Cl)cc1)c1snnc1-c1ccccc1,-20%,-10%,-5%,7%,-0.5%,-4,-3%,-58%[inhibitor],-9%,34%,-85%
O=C1c2cccc3cccc(c23)C(=O)N1CCN1CCN(C(=S)Nc2ccc(Cl)cc2)CC1,2%,-5%,-2%,0%,-0.5%,-1,4%,12%,0%,-9%,-39%
O=C(CCSC1=NCCCN1)c1ccc(F)cc1,.,.,-5%,.,.,.,3%,-6%,2%,.,-24%
O=C1CCCC2=C1C(c1cn(-c3ccccc3)nc1-c1cccs1)c1c([nH]c(=O)[nH]c1=O)N2 (stereo not given),4%,-5%,-4%,-2%,0.0%,0,-8%,7%,8%,-4%,-6%
O=C(CCSCc1ccccc1Cl)NC1CCCC1,-1%,2%,1%,3%,-0.4%,29,7%,19%,2%,-3%,16%
CCOc1ccc(C(=O)Nc2nnc(NC(=S)Nc3ccccc3)s2)cc1,6%,5%,0%,1%,-0.4%,-1,-8%,21%,-6%,-1%,71%

# 2 entries drawn at random from the list so far:
SMILES,ELG1 genotox,p53 reactivator,TSG101-PTAP inh,USP2a inh,B2AR arrestin,TRPV1 agonist,S-ASM inh,Integrin act MD,uPA generation,Eya2 inh,BRCA1 expr up
Cc1cc2cc(CNC(=O)c3cccc([N+](=O)[O-])c3)ccc2n1C,-1%,-2%,4%,1%,0.1%,18,2%,8%,3%,7%,-5%
O=C1c2cccc3cccc(c23)C(=O)N1CCN1CCN(C(=S)Nc2ccc(Cl)cc2)CC1,2%,-5%,-2%,0%,-0.5%,-1,4%,12%,0%,-9%,-39%

# From PubChem
